GRP78 ERSR act – inducers of ER stress response in human glioma cells | U87-MG GRP78 promoter luciferase reporter, 16 h | Potency, µM, for inactives: at the highest dose activation, actives largely listed as activators | 420,000 tested, 0.02% active; active means well fitted activation curve with a large enough effect; further: series mostly up to about 76 µM; % of control where 0% means no effect; nearly all actives have a fitted effect of over 35% in size
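Stably transfected U87-MG glioma cells carrying a GRP78-based luciferase sensor; 16 h compound incubation. Luminescence end-point read 10 min after Bright-Glo addition at room temperature.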
Active calls of the source: *; & = joins results of further samples. Potency means the concentration at half of the fitted maximal effect. Not all compounds are listed, so the mix of outcomes need not match the whole.

GRP78 ERSR act,Molecule
-3.8%,COc1ccc(O[C@H]2C=C[C@@H](c3ccccc3)O[C@H]2COC(=O)N2CCCCC2)cc1
-0.5%,O=C1NC(=O)C(Cc2ccccc2)(C2CCN(Cc3cccn3-c3cccnc3)CC2)N1 (configuration not stated)
-5.7%,COC(=O)[C@@H]1[C@@H]2C[C@H]3c4[nH]c5cc(OC)ccc5c4CCN3C[C@@H]2C[C@H](OC(=O)c2cc(OC)c(OC)c(OC)c2)[C@H]1OC
-5.8%,CC(C)(C)NC(=O)[C@@H]1CC[C@@H]2[C@@H]3CC[C@@H]4NC(=O)C=C[C@@]4(C)[C@H]3CC[C@]21C
-4.7%,CN(C)Cc1ccccc1-c1ccc2ncnc(NC3CCNCC3)c2c1
-3.4%,COc1ccc(Oc2ncc3nc(-c4ccc(OC)cc4)c(=O)n(C)c3n2)cc1
-2.9%,N#Cc1ccc(CN2CCCC3(CCN(C(=O)c4cnccn4)CC3)C2)cc1
0.3%,COc1ccc(F)c(CN2CCC3(CCC(CNC(=O)c4cc(C)nn4C)O3)CC2)c1 (configuration not stated)
-3.6%,C[C@@H]1CC[C@H]2C(=O)O[C@H](CN=[N+]=[N-])CN2[C@@H]1c1ccc(Br)cc1
-0.1%,COc1cccc(Nc2ncc3nc(C)c(=O)n(C4CC4)c3n2)c1
-2.2%,C[C@H](O)CO[C@H]1[C@H]2O[C@H]3[C@H](O)[C@@H](O)[C@@H](O[C@H]4[C@H](O)[C@@H](O)[C@@H](O[C@H]5[C@H](O)[C@@H](O)[C@@H](O[C@H]6[C@H](O)[C@@H](OC[C@H](C)O)[C@@H](O[C@H]7[C@H](O)[C@@H](OC[C@H](C)O)[C@@H](O[C@H]8[C@H](O)[C@@H](O)[C@@H](O[C@@H]([C@@H]1O)[C@@H](CO)O2)O[C@@H]8CO)O[C@@H]7CO)O[C@@H]6CO)O[C@@H]5CO)O[C@@H]4CO)O[C@@H]3CO
3.6%,COC(=O)[C@@H]1CC[C@H](C)[C@@H](c2ccc(C)cc2)N1C(=O)c1ccc(/C=N\OC[C@@H](O)COCc2ccco2)cc1
-2.3%,COC(=O)[C@H](C)NC(=O)[C@@H](C)CO
-2.3%,Cc1cnc(CNc2ncnc3ccc(-c4ccccc4C(F)(F)F)cc23)cn1
-3.2%,COC(=O)[C@@H]1CCCN1C(=O)c1c(OC)cc(=O)n2c1CCN(Cc1ccc3cccnc3c1)CC2
-4.5%,CSCC[C@@H]1NC(=O)C/C=C\[C@@H](C)COC(=O)[C@@H](C)COC1=O
-4.4%,COC(=O)C1C(C)OC(=O)NC1c1ccccc1 (configuration not stated)
-5.3%,CC(=O)OCC1=C(C(=O)O)N2C(=O)C(NC(=O)CSc3ccncc3)[C@@H]2SC1 (some centres not stated)
-4.3%,O=C(COc1ccc(Cl)cc1)OCCNC12CC3CC(CC(C3)C1)C2
-0.8%,C[C@@H]1CC2C3CCC4=CC(=O)C=CC4(C)[C@@]3(F)[C@@H](O)CC2(C)[C@@]1(O)C(=O)CO (some centres not stated)

Arranged by the number under GRP78 ERSR act (low to high): 6 from the list above.
GRP78 ERSR act,Molecule
-5.7%,COC(=O)[C@@H]1[C@@H]2C[C@H]3c4[nH]c5cc(OC)ccc5c4CCN3C[C@@H]2C[C@H](OC(=O)c2cc(OC)c(OC)c(OC)c2)[C@H]1OC
-4.4%,COC(=O)C1C(C)OC(=O)NC1c1ccccc1 (configuration not stated)
-3.6%,C[C@@H]1CC[C@H]2C(=O)O[C@H](CN=[N+]=[N-])CN2[C@@H]1c1ccc(Br)cc1
-3.2%,COC(=O)[C@@H]1CCCN1C(=O)c1c(OC)cc(=O)n2c1CCN(Cc1ccc3cccnc3c1)CC2
-0.5%,O=C1NC(=O)C(Cc2ccccc2)(C2CCN(Cc3cccn3-c3cccnc3)CC2)N1 (configuration not stated)
0.3%,COc1ccc(F)c(CN2CCC3(CCC(CNC(=O)c4cc(C)nn4C)O3)CC2)c1 (configuration not stated)

More structures follow.
GRP78 ERSR act,Molecule
-3.3%,Cc1c(C(=O)NCCC2CCCN2C)cnn1-c1nccc(-c2ccccc2F)n1 (configuration not stated)
-5.5%,CC1(C)N=C(N)N=C(N)N1c1ccc(Cl)cc1
-1.0%,Cc1cccc(CNc2ccnc(-c3ccc(C(=O)N(C)C)cc3)n2)c1
-2.7%,OCCN1CCN(Cc2ccc3c(c2)CN(Cc2cnc(-c4ccccc4)s2)CCO3)CC1
2.3%,Cc1ccc(C(=O)NCCc2nnc3n2CCN(Cc2ccc4ccccc4c2)CC3)c(C)c1
-3.0%,O=C(Nc1ccccc1)N1CC[C@@]2(CCCN(C(=O)c3cc(C(F)(F)F)cc(C(F)(F)F)c3)C2)C1
-11.5%,COc1ccccc1C1(O)CCN(CCCn2c3ccccc3c3ccccc32)CC1
-2.0%,O=C(NCc1nnc2n1CCN(C(=O)c1cccc(Cl)c1)CC2)C1CC1
-5.6%,COc1cc(=O)n2c(c1C(=O)N(C)Cc1nonc1C)CCN(Cc1cc(F)ccc1F)CC2
-1.2%,CC(C)CO/N=C1/C[C@@H](O)[C@@H](O)[C@@H]2[C@@H]3C(=O)N(C4CCCCC4)C(=O)[C@H]3CC[C@@H]12
0.6%,COc1ccc(CNc2ncnc3ccc(-c4ccc(N(C)C)cc4)cc23)c(OC)c1
-0.6%&-2.0%,CC(=O)O[C@H](C)OC(=O)[C@@H](C)c1ccc(-c2ccccc2)c(F)c1
4.3%,C#C[C@]1(O)CC[C@@H]2[C@H]3CCC4=CCCC[C@@H]4[C@@H]3CC[C@@]21C
-1.2%,N[C@](CC1c2ccccc2Oc2ccccc21)(C(=O)O)[C@H]1C[C@@H]1C(=O)O
-3.2%&-4.9%,COc1ccc(OC2C(O)COC2/C=C/c2ccccc2)cc1 (configuration not stated)
-5.1%,COc1ccccc1-c1cc(-n2ccnc2)ncn1
1.9%,Cc1cnc(CNc2nc(-c3ccccc3Cl)nc3ccccc23)cn1
0.6%,CCOC(=O)[C@H](Cc1ccc(O)cc1)NC(=O)c1ccccc1
-3.6%,COc1cccc(-c2nc(Nc3ccncc3)c3ccccc3n2)c1
-2.1%,O=C1CC[C@@H](C(=O)NCC2Cc3cc(Cl)cc(-c4ccc5[nH]ccc5c4)c3O2)N1 (some centres not stated)

The final 5 entries of the section above are carried over, then new ones follow.
GRP78 ERSR act,Molecule
-5.1%,COc1ccccc1-c1cc(-n2ccnc2)ncn1
1.9%,Cc1cnc(CNc2nc(-c3ccccc3Cl)nc3ccccc23)cn1
0.6%,CCOC(=O)[C@H](Cc1ccc(O)cc1)NC(=O)c1ccccc1
-3.6%,COc1cccc(-c2nc(Nc3ccncc3)c3ccccc3n2)c1
-2.1%,O=C1CC[C@@H](C(=O)NCC2Cc3cc(Cl)cc(-c4ccc5[nH]ccc5c4)c3O2)N1 (some centres not stated)
1.9%,COc1cccc(-c2nc(NCc3ccc(OC)cc3OC)c3ccccc3n2)c1
-3.8%,CC[C@H](C)[C@H](NC(=O)CNC(=O)[C@H](CCCNC(=N)N)NC(=O)[C@H](CO)NC(=O)[C@H](C)NC(=O)[C@H](Cc1ccc(O)cc1)NC(=O)[C@H](Cc1c[nH]c2ccccc12)NC(=O)[C@H](C)NC(=O)[C@@H]1CCCN1C(=O)[C@H](CC(N)=O)NC(=O)[C@@H](NC(=O)[C@H](CC(=O)O)NC(=O)[C@@H]1CCCN1C(=O)[C@@H](N)[C@@H](C)O)[C@@H](C)CC)C(=O)N[C@@H](CCCNC(=N)N)C(=O)N1CCC[C@H]1C(=O)N[C@H](C(=O)NCC(=O)N[C@@H](CCCNC(=N)N)C(=O)N[C@@H](Cc1ccccc1)C(N)=O)C(C)C
-4.5%,CCn1c(-c2ccccc2F)nc2cc(NC(C)=O)cc(C(=O)N(C)Cc3ccccn3)c21
-3.0%,C=CC(C1=CC(=O)C=CC1=O)c1ccccc1 (configuration not stated)
-3.8%,C[C@H]1COC(=O)O1
4.6%,O=C(CCCC[C@@H]1SC[C@H]2NC(=O)N[C@H]12)Nc1ccc(C(=O)O)cc1
-2.6%,Cc1c(-c2ccc(O)cc2)nn(-c2ccc(O)cc2)c1-c1ccc(OCCN2CCCCC2)cc1
-4.9%,CCC1(C2CCN(Cc3ccccc3Cl)CC2)NC(=O)N(CC2COc3ccccc3O2)C1=O (configuration not stated)
-0.6%,O=C(O)/C=C\c1ccc(Cn2ccnc2)cc1
-4.8%,COc1ccccc1CC(=N)N1C[C@@H]2C(=O)CCC(c3ccccc3)(c3ccccc3)[C@@H]2C1
-2.2%,O=C(NCCN1Cc2ccccc2OC(c2ccsc2)C1)c1cncs1 (configuration not stated)
-2.0%,COc1cccc(CNC(=O)c2c(OC)cc(=O)n3c2CCN(C(=O)c2ccccc2Cl)CC3)c1
-2.8%,O=C(c1ccncc1)N1CCC2(CC1)CN(c1ncccn1)C2
-0.5%,C[N+](C)(CCCOc1ccccc1)c1ccccc1
-5.9%,CN(Cc1ccco1)c1nc(-c2cccnc2)nc2ccccc12
-0.8%,Cc1nc2cnc(N(C)C)nc2n(Cc2cccs2)c1=O
-1.4%,COCCn1c(=O)c(-c2cccc(C#N)c2)nc2cnc(Oc3cccc(Cl)c3)nc21
-1.9%,CC(=O)Nc1c(I)c(C(=O)O)c(I)c(N(C)C(C)=O)c1I
-2.4%,COc1ccc(NC(=O)N2CC[C@@]3(CCCN(C(=O)c4ccco4)C3)C2)cc1
-1.2%,COc1cc(C2CC(=O)Oc3c(C(C)C)ccc(C)c32)cc(OC)c1OC (configuration not stated)
-1.8%,CCCC[C@@H](NC(=O)[C@@H](Cc1cn(C(=O)OC)c2ccccc12)NC(=O)[C@H](CC(C)(C)C)NC(=O)N1[C@H](C)CCC[C@@H]1C)C(=O)O
-4.6%,COC(=O)NC(CC(C)=O)c1cccc(F)c1 (configuration not stated)
-0.2%,C/C(=C\COc1c2ccoc2cc2oc(=O)ccc12)CCC(O)C(C)(C)O (configuration not stated)
-4.9%,COc1cc(=O)n2c(c1C(=O)NCc1ccc3c(c1)OCO3)CCN(C(=O)c1ccc(C)cc1)CC2
-5.3%,O=C1C[C@@H](c2ccc(O)c(O)c2)Oc2cc(O[C@H]3O[C@@H](CO)[C@H](O)[C@@H](O)[C@@H]3O)cc(O)c21
-11.6%,COc1cc(N[C@@H](C)CCCN)c2ncccc2c1
-3.4%,C=C[C@](C)(O)CCC=C(C)C
-2.4%,Cc1cc(CNC(=O)c2cnn(-c3nccc(-c4ccc5c(c4)OCO5)n3)c2C2CC2)on1
-3.7%,Cc1cnc(C)c(-c2cccc3c2OC(CNC(=O)C[C@@H]2C[C@@H](C)NC(=S)N2)C3)n1 (some centres not stated)
-3.7%,Cc1noc(C)c1C(=O)N1CCC[C@@]2(CCN(Cc3ccccc3)C2)C1
-5.8%,COC1C=CC23c4cc5c(cc4CN(CC2O)C3C1)OCO5 (configuration not stated)
-3.4%,COc1ccc(Oc2ncc3nc(C)c(=O)n(-c4ccccc4)c3n2)cc1
-5.6%,CC1/C=C/C=C/C=C/C=C/C=C/C=C/C=C/C(OC2OC(C)C(O)C(N)C2O)CC2O[C@@](O)(CC(O)CC(O)C(O)CCC(O)CC(O)CC(=O)OC(C)[C@H](C)C1O)CC(O)C2C(=O)O (some centres not stated)
-3.5%,COc1ncc2nc(-c3ccc(F)cc3)c(=O)n(C[C@H]3CCCO3)c2n1
1.1%,CC(=O)NCCNc1nc(-c2cccnc2)nc2ccccc12
-4.3%,C#CCCCO/N=C1/C[C@@H](O)[C@@H](O)[C@@H]2[C@@H]3C(=O)N(Cc4ccccc4)C(=O)[C@H]3CC[C@@H]12
-3.1%,CC(N)(C(=O)O)c1ccc(S(=O)(=O)O)cc1 (configuration not stated)
-4.8%,CCOC(=O)N1CCN(C(=O)c2ccc(-c3ccccc3OC)nc2N2CCC(N3CCCC(CO)C3)CC2)CC1 (configuration not stated)
-4.1%,CCNc1ncc2ncc(=O)n(C[C@H]3CCCO3)c2n1
-1.5%,CCC1(C2CCN(C(=O)c3ccc(C)c(C)c3)CC2)NC(=O)N(CCc2scnc2C)C1=O (configuration not stated)
2.5%,O=C(O)c1ccccc1Nc1cc(Cl)cc(Cl)c1
-3.1%,c1ccc2oc(C3=NCCN3)cc2c1
-7.1%&-2.4%,CSc1nc(NC2CCCC2)c([N+](=O)[O-])c(NC2CCCC2)n1
-7.8%,C[C@H](NC(=O)CNC(=O)[C@@H](NC(=O)[C@H](Cc1ccccc1)NC(=O)CNC(=O)CNC[C@@H](N)Cc1ccccc1)[C@@H](C)O)C(=O)N[C@@H](CCCN=C(N)N)C(=O)N[C@@H](CCCCN)C(=O)N[C@@H](CO)C(=O)N[C@@H](C)C(=O)N[C@@H](CCCN=C(N)N)C(=O)N[C@@H](CCCCN)C(N)=O
-2.0%,CN(C)C(=O)c1ccc(-c2nccc(NCc3ccccc3)n2)cc1
-2.3%,CC1CCC2C(C)C3C(CC4[C@@H]5CC=C6C[C@@H](O)CC[C@]6(C)C5CC[C@]34C)N2C1 (some centres not stated)
-1.3%&-4.1%,CC(=O)N[C@@H](CSC/C=C(\C)CC/C=C(\C)CCC=C(C)C)C(=O)O
-3.5%,COc1ccc2[nH]cc(CCNc3ccnc(-c4cccc(C#N)c4)n3)c2c1
-5.0%,CC1(C)S[C@H]2C(NC(=O)[C@@H](N)c3ccc(O)cc3)C(=O)N2[C@@H]1C(=O)O (some centres not stated)
-1.5%,Cc1ccccc1C1(CC(=O)N2CC3(C)CC2CC(C)(C)C3)CC(=O)N(Cc2cccnc2)C1=O (configuration not stated)
-5.3%,Cc1ccc(N)c(Cl)c1
-4.0%,COc1cc(-c2cc(C)c3c(OC)ccc(OC)c3n2)cc2c1OCCN(C(=O)CCn1ccc(C)n1)C2
-10.9%,COc1cccc(O)c1O
-0.9%,COCC(=O)N1CCC2(CCN(Cc3cc(C(F)(F)F)cc(C(F)(F)F)c3)CC2)CC1
-3.0%,O[C@@](CCN1CCCC1)(c1ccccc1)C1CCCCC1
-0.2%,COC(=O)c1ccc(-c2cccc3c2OC(CNC(=O)/C=C/c2ccc(OC)c(OC)c2)C3)nc1 (configuration not stated)
-4.8%,COc1ccccc1CN1CCC(n2cc(C(=O)N3CCCCC3)nn2)CC1
-0.9%,Cc1noc(C)c1-c1cc(Nc2ccccc2)ncn1
